# MmCpn inh: inhibitors of Methanococcus maripaludis chaperonin (MmCpn). purified Mm-Cpn ATPase, ADP Transcreener TR-FRET. Potency, µM (highest dose often 76.9 µM), without a hit: top-dose activity, negative = inhibition, hits mostly inhibitors. 0.031% of 330,000 active. AID 504842; also: potency is read from the fitted curve at half-maximal effect; % is scaled to controls: 0 for no effect and ±100 for the full control effect; nearly all actives have a fitted effect of over 80% in size
#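 Purified archaeal chaperonin (25 nM final) was preincubated with compound for 10 min at 37°C, then ATP (10 uM final) was added for 30 min at 37°C in Tris pH 7.4/KCl/MgCl2/DTT buffer. ADP was quantified by HTRF Transcreener TR-FRET.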
# EPAC2 antag: antagonists of human EPAC2; Q8WZA2; EPAC2 GEF exchange of Rap1B-BODIPY-GDP, fluorescence; Potency, µM (highest dose often 114 µM), for inactives: at the highest dose activity, negative = inhibition, usual class: inhibitors; 0.18% of 360,000 active; AID 720708; also: potency is read from the fitted curve at half-maximal effect; % is scaled to controls: 0 for no effect and ±100 for the full control effect; nearly all actives have a fitted effect of over 45% in size; many of its hits are not listed in these tables
# DRD3 antagonist: blocks the human D3 dopamine receptor; P35462; D3R cells, DiscoveRx beta-arrestin luminescence, antagonist mode; active compounds read low; max response, negative = inhibition, %; 2.5% of 360,000 active; AID 652054; in the data active = max response below about -50%; inconclusive = no clear call, values can overlap the other calls; also: % is scaled to controls: 0 for no effect and ±100 for the full control effect; mostly tested at two doses, the higher about 12 µM
# Target sequence (P35462 whole entry, looked up): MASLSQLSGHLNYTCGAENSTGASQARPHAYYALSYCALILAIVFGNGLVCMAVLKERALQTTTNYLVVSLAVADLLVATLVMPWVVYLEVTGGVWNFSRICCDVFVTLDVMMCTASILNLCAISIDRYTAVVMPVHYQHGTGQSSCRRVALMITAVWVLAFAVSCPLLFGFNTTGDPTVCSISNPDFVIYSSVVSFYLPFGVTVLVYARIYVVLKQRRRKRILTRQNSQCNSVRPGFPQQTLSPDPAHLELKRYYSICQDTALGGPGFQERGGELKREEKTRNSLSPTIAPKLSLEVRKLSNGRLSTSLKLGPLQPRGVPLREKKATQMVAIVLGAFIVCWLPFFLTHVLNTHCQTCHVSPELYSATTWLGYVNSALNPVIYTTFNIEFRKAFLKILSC
#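 Cells plated overnight at 1500 cells/well, then exposed to library compounds with dopamine controls for 90 minutes at 37 degrees C. DiscoveRx reagent added for 30–60 minutes at room temperature; luminescence read, quantitative HTS format.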
# PTHR1 ag: agonists of human PTHR1 parathyroid hormone receptor; HEK293 GP2 PTHR1 cells, GloSensor cAMP luminescence, 1 h; Potency, µM (top dose mostly 115 µM), for the others: at the top dose activation, actives largely listed as activators; 0.075% of 410,000 active; also: potency is read from the fitted curve at half-maximal effect; nearly all actives have a fitted effect of over 55% in size; some results filed as inactive show a strong effect at the top dose; inactives centre near -15; many of its hits are not listed in these tables
# Target sequence (Q03431 whole entry, looked up): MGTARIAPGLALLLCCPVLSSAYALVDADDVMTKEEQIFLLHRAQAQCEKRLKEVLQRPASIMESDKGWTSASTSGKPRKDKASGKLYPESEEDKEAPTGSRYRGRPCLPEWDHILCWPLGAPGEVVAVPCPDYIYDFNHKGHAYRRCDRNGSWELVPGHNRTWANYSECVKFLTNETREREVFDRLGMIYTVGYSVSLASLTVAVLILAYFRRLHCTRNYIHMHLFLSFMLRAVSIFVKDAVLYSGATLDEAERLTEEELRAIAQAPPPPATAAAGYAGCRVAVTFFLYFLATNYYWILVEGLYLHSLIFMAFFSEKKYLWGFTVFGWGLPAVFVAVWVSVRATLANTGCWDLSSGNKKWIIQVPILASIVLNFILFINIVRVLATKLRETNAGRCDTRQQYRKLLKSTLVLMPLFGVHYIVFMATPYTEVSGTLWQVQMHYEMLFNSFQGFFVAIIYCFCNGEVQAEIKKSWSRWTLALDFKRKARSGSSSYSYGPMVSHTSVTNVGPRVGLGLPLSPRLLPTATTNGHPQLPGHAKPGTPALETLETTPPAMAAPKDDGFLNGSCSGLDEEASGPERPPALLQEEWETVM
#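 HEK-293-derived GP2 cells expressing PTHR1 and a GloSensor cAMP reporter, 3,000/well, plated overnight, given luciferin plus IBMX (each 0.5 mM as added) for 1 h at 37 °C, then compound for 1 h at 37 °C. Luminescence was read after 15 min at room temperature.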
# CCT modulator: cytosolic chaperonin activity modulation | purified chaperonin ATPase assay, HTRF ADP detection, 30 min | activity change, % (no concentration beside the values), hits read low | 0.3% of 360,000 active | AID 651819; in the data active = activity change below about -30%; also: % is scaled to controls: 0 for no effect and ±100 for the full control effect
#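 We incubate TRiC, 40 or 20 nM final, with library compounds at 76 uM and 10 uM ATP for 30 min at 37 °C. ADP formed is detected with Transcreener HTRF reagents after 30 min at room temperature.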
# DRD3 agonist: activates the human D3 dopamine receptor | P35462 | D3R DiscoveRx beta-arrestin cells, luminescence, 90 min | max activation, % | 0.58% of 410,000 active | AID 652048; in the data active = max activation above about 30%; also: 0% is about no effect; mostly tested at two doses, the higher about 12 µM
#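 Agonist mode: compounds and dopamine controls were applied to plated cells for 90 min at 37 degrees C after an overnight attachment at 1500 cells/well. Luminescent read-out followed 30 - 60 minutes at room temperature with DiscoveRx detection reagent.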
# pAkt inh: inhibitors of Akt phosphorylation | Neuro2A IGF-stimulated pAkt S473 HTRF, 20 min; active compounds read low | activity change, % for hits at 50 µM | 0.32% of 360,000 active | AID 651550; in the data active = activity change below about -80%; inconclusive = mostly about -51% to -80%; also: % is scaled to controls: 0 for no effect and ±100 for the full control effect
#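 Single-point screen (50 µM final compound) in Neuro2A cells stimulated 20 min with 6 nM IGF at 37 deg C. After lysis, Ser473-phosphorylated Akt read by HTRF (ex 330 nm, em 615/665 nm) as the 665/615 ratio.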
# EPAC2 ag: EPAC2 (human) agonism | EPAC2 activation, biochemical qHTS; response scale: 100% = 6.5 mM cAMP response | Potency, µM (titrated, usually from 154 µM), for the others: at the top dose activation, most hits filed as activators | 0.079% of 360,000 active | AID 720711; also: potency is read from the fitted curve at half-maximal effect; nearly all actives have a fitted effect of over 50% in size
#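 Compounds were titrated in qHTS against a Rap1B-BODIPY-GDP (250 nM) complex with EPAC2 (100 nM) and GDP (50 uM). BODIPY-GDP release tracked at 480/540 nm over 30 min at room temperature, normalized to 6.5 mM cAMP.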
# * = called active by the depositor; i = inactive; ? = inconclusive; · = no result given; [ ] = remark or other dose. Unless noted, calls follow the shape of the dose curve; as a rule, active = well fitted curve in the direction sought with a large enough effect; inconclusive = small, poorly fitted or top-dose-only effect, or another doubt; inactive = no such curve, though single readings can be large; an effect the other way counts as inactive or inconclusive. An excerpt; the hit share may differ from the screen's.
SMILES,MmCpn inh,EPAC2 antag,DRD3 antagonist,PTHR1 ag,CCT modulator,DRD3 agonist,pAkt inh,EPAC2 ag
Cc1ccc(C(=O)N2CCC3(CC2)Oc2ccc(F)cc2C(=O)C32CC(c3ccc(Cl)cc3)=NO2)s1 (stereo not drawn),-2%,19%,2,-17%,-0.6,12,i,-1%
Cc1ccc(-c2cc(C(=O)N3CCC(C)CC3)c3ccccc3n2)cc1,1%,-13%,10,-3%,0.3,4,i,2%
Cc1ccccc1NC(=O)N(C(C)C)C(C)C,1%,7%,38,-18%[57.5 µM],-0.5,0,i,7%
COc1cc(C(=O)N2CCCC(C)(C(=O)NS(=O)(=O)C3CC3)C2)cc(OC)c1OC (stereo not drawn),·,4%,15,-4%,-0.3,5,i,10%
COc1ccc(-c2ccc(C(=O)NC3CCCCC3)c3occc23)c(C)c1,·,-2%,-25,-24%,-0.4,-10,i,17%
CC1CC(C)CN(C(=O)COC(=O)c2cc(S(=O)(=O)N3CCOCC3)ccc2F)C1 (stereo not drawn),-1%,5%,5,i,-3.5,19,i,-6%
O=C(O)CCC(=O)NCc1ccc(C(=O)O)cc1,3%,10%,4,1%[57.5 µM],-1.1,5,i,3%
O=C(CN1CCC(C(=O)c2cccc(F)c2)CC1)NCc1cccs1,1%,-14%,-10,i,1.3,1,i,4%
Cc1[nH]c(C)c(S(=O)(=O)N(C)Cc2ccccc2)c1C(=O)N1CCCC1,-1%,4%,-9,i,1.1,-20,i,8%
Cn1nccc1NC(=O)NC(=O)c1c(Cl)cccc1Cl,0%,6%,-10,-34%[inhibitor],0.8,5,i,8%
O=C(COC(=O)c1ccccc1SCC(=O)N1CCCC1)Nc1ccc(OC(F)F)cc1,0%,12%,9,-38%[inhibitor],0.4,-9,i,10%
Cc1ccc(N2CN(Cc3cccnc3)CNC2=S)cc1,0%,-4%,9,0%,-2.4,3,i,7%
CCC(=O)NCCNc1nc2cc(C)cc(C)c2cc1C#N,-15%,1%,3,i,-0.6,8,i,8%
CC(C)(C)c1ccc(OCC(=O)NC2CCS(=O)(=O)C2)cc1 (stereo not drawn),0%,12%,-16,i,-5.2,10,i,2%
CCCCN(Cc1ccc(C(=O)N[C@H](C(=O)O)C(C)C)cc1)C(=O)C(c1ccccc1)c1ccccc1,·,10%,-21,-24%,0.9,-10,i,8%

# Some of the entries above, reformatted.
Compound	MmCpn inh	EPAC2 antag	DRD3 antagonist	PTHR1 ag	CCT modulator	DRD3 agonist	pAkt inh	EPAC2 ag
CC(C)(C)c1ccc(OCC(=O)NC2CCS(=O)(=O)C2)cc1 (stereo not drawn)	0%	12%	-16	i	-5.2	10	i	2%
CCCCN(Cc1ccc(C(=O)N[C@H](C(=O)O)C(C)C)cc1)C(=O)C(c1ccccc1)c1ccccc1	·	10%	-21	-24%	0.9	-10	i	8%

# (more compounds)
SMILES,MmCpn inh,EPAC2 antag,DRD3 antagonist,PTHR1 ag,CCT modulator,DRD3 agonist,pAkt inh,EPAC2 ag
COC(=O)c1cc(OC)c(OC)cc1N1C(=O)CCCC1=O,0%,12%,11,-22%,-12,4,i,14%
O=C1CC[C@@H](CN(Cc2ccccn2)Cc2nc(Cc3ccccc3)no2)N1,1%,-7%,-1,-7%,-4.2,-3,i,13%
COC(=O)C(C)N(C(=O)c1ccc(Cl)cc1)c1c(C)cccc1C (stereo not drawn),-3%,-4%,14,i,1.7,-3,i,4%
O=C(CNC(=O)c1ccc(Cl)cc1)OCn1nnc2ccccc2c1=O,-1%,-1%,5,i,1.6,3,i,-4%
COc1ccc(C2/C(=C(/O)c3ccccc3)C(=O)C(=O)N2C)cc1 (stereo not drawn),1%,10%,?,i,-2.7,-10,i,9%
O=C(Nc1ccc2oc(-c3ccc(F)cc3)nc2c1)c1ccccc1F,-5%,-5%,35,i,-0.4,2,?,2%
CN(C)c1ncnc2c1C(c1ccccc1)C(C)(C)O2 (stereo not drawn),·,-1%,1,-3%,-1.4,5,i,0%
CCCCCC(=O)NNC(=S)NC(=O)c1cccc([N+](=O)[O-])c1,3%,10%,-6,i,-1.2,17,i,1%
Cc1ccc(S(=O)(=O)N[C@@H](Cc2ccccc2)C(=O)N2CCC(C(=O)N[C@H](C(=O)O)C(C)O)CC2)cc1 (stereo partly drawn),1%,1%,-11,-22%,-1.6,-9,i,13%
Cc1cccc(NC(=O)c2ccc(NCCO)c([N+](=O)[O-])c2)n1,-7%,-4%,-21,-14%,0.2,-3,i,10%
CCC(C)Nc1nc(N)c([N+](=O)[O-])c(NCc2ccccc2)n1 (stereo not drawn),2%,-26%,17,-25%,0.4,5,i,6%
COc1ccc(C(=O)/C=C\N2CCOCC2)cc1,-16%,0%,-17,-3%[57.5 µM],-5.3,3,i,8%
CCOc1ccc(NC(=S)N2CCC(NC(=O)C3CCCCC3)CC2)cc1,2%,7%,-7,-6%,-0.6,-6,i,8%
CCOC(=O)c1c(N2C(=O)C3C4C=CC(C4)C3C2=O)sc2c1CCC(C)C2 (stereo not drawn),1%,6%,0,-16%,-1.5,-3,i,20%
CNC(=S)N(CCc1c(C)[nH]c2ccc(Cl)cc12)Cc1cccnc1,-4%,-5%,0,i,-0.1,10,i,11%
Cc1[nH]c(-c2ccco2)nc1C(=O)O,0%,-13%,-8,?,0.4,8,i,3%
CCN(CC)c1ccc(C=Nc2ccc(C#N)cc2)c(O)c1,0%,-3%,0,-12%[57.5 µM],1.3,11,i,10%
CCCn1c(SCC(=O)N2CCCC2)nc2c1c(=O)n(C)c(=O)n2C,4%,5%[57.1 µM],2,i,1.6,2,i,2%
Cc1ccc(-n2nc3c(=O)n(C(C)C(=O)NCc4ccc(Cl)cc4)nc(C)c3c2C)cc1 (stereo not drawn),-9%,-15%,3,-38%[inhibitor],-2.4,-3,i,-3%
O=C(O)C1CC(=O)N(Cc2ccccc2)C1 (stereo not drawn),-9%,7%,6,-9%[57.5 µM],-1.0,4,i,2%
O=C1NC[C@@H](CCCCN2CCN(CCc3ccc(O)cc3)C(=O)C2=O)N(CCc2ccc(O)cc2)C1=O,·,8%,?,-5%,1.5,-3,i,-2%
O=C(c1ccccc1)N1CCN(C(=O)c2nn3c(C(F)(F)F)cc(-c4ccccc4)nc3c2Br)CC1,-4%,-6%,16,-19%,-3.4,6,i,5%
CCOC(=O)COc1ccccc1C1Nc2ccccc2C(=O)N1c1cccc(Cl)c1 (stereo not drawn),-7%,9%,-19,i,-2.4,-27,i,10%
COc1ccc(NC(=O)CN(C)C(=O)c2ccc(C)s2)cc1,-14%,3%,0,i,-0.1,-4,i,-21%
CN(Cc1ccccc1)C(=O)COc1ccc2ccccc2c1,·,-18%,-13,-18%,0.8,-8,i,14%
CCCc1cc(=O)oc2cc(OCC(=O)NCc3cccs3)ccc12,-2%,6%,-18,-8%,0.2,-2,i,6%
Cc1cc(NC(=O)CN2C(=O)NC(C)(c3ccc(OC(F)F)cc3)C2=O)no1 (stereo not drawn),0%,-1%,15,-10%,-2.8,5,i,-13%
COC(=O)c1ccc(NC(=O)CSc2nnc(-c3ccncc3)n2N)cc1,2%,-5%,-9,5%,1.6,0,i,-14%
CCOc1ccc(S(=O)(=O)N2CCC(C(=O)N3CCN(c4ccccc4F)CC3)CC2)cc1C,-4%,-11%,-15,-19%,-2.4,-4,i,8%
COc1cc(C(=O)NC2CCN(C)CC2)ccc1Nc1ncc2c(n1)N(C1CCCC1)CCC(=O)N2C(C)C,·,9%,-12,-20%,-4.0,-19,i,2%

# Gathered by group, the compounds so far containing a furan ring, fused or not
SMILES,MmCpn inh,EPAC2 antag,DRD3 antagonist,PTHR1 ag,CCT modulator,DRD3 agonist,pAkt inh,EPAC2 ag
COc1ccc(-c2ccc(C(=O)NC3CCCCC3)c3occc23)c(C)c1,·,-2%,-25,-24%,-0.4,-10,i,17%
Cc1[nH]c(-c2ccco2)nc1C(=O)O,0%,-13%,-8,?,0.4,8,i,3%

# Next part.
SMILES,MmCpn inh,EPAC2 antag,DRD3 antagonist,PTHR1 ag,CCT modulator,DRD3 agonist,pAkt inh,EPAC2 ag
COc1ccc(CNC(=O)CSc2ccsc2[N+](=O)[O-])cc1,1%,-13%,-20,-19%,-1.0,-8,i,10%
Fc1ccc(-c2cc3nc4c(c(N5CCOCC5)n3n2)CCCC4)cc1,-1%,-4%,46,i,3.3,47*,i,22%
Cc1nnc(SCC(=O)N2CCCCC2)n1CC1CCCO1 (stereo not drawn),0%,4%,-29,i,2.1,1,i,1%
Cc1ccc(Nc2nnc(SCC(=O)c3cc4ccccc4o3)s2)cc1C,-3%,-3%,0,i,0.1,-18,i,-3%
CCN=C1SC(C(=O)Nc2ccc(OCC)cc2)CC(=O)N1CC (stereo not drawn),0%,3%,-23,i,-1.5,-5,i,-1%
O=C1CCC[C@@H]2C=C[C@H](c3ccc(Br)cc3)[C@H]3CCN1[C@@H]32,·,?,-21,-34%[inhibitor],-1.3,-2,i,10%
O=c1cc(-c2ccc(F)cc2)[nH][nH]1,0%,12%,-17,i,-0.4,-28,i,-1%
O=C1C(NS(=O)(=O)c2ccc(Br)cc2)=C(N2CCCCC2)C(=O)c2ccccc21,-1%,-8%,-21,i,-1.0,-7,i,24%
COc1ccc(CCNc2nc(C)nc3c2oc2ccccc23)cc1OC,-1%,2%,-29,-44%[inhibitor][57.5 µM],2.6,4,i,1%
COC(=O)c1cc(Br)c(=O)n(CCC2=CCCCC2)c1,-1%,?,0,-37%[inhibitor][57.5 µM],0.7,-4,i,-2%
NC(=O)c1c(N)sc(=S)n1CC1CCCO1 (stereo not drawn),1%,3%,8,-3%[57.5 µM],-1.3,1,i,10%
O=C(Nc1ccccc1F)C1CCCN(S(=O)(=O)c2ccccc2)C1 (stereo not drawn),-1%,0%,14,-14%,3.1,5,i,12%
Nc1nc(NC(=O)c2ccccc2Cl)nn1-c1ccccc1,0%,3%,5,i,-4.0,4,i,6%
Cc1cc(C)n2nc(SC(C)C(=O)N(C)C3CCCCC3)nc2n1 (stereo not drawn),1%,22%,11,i,1.3,1,i,0%
Cc1ccc(S(=O)(=O)C2CCCCC2=O)cc1 (stereo not drawn),1%,1%,-6,i,0.2,-1,i,-1%
CCOC(=O)c1cnc(-n2nc(C)cc2C)nc1NC1CCCCC1,-1%,-22%,?,-32%,1.1,1,i,8%
Cc1ccc(C(=O)OCC(=O)N(CC(C)C)c2c(N)n(Cc3ccccc3)c(=O)[nH]c2=O)s1,2%,-4%,15,i,0.7,5,i,-6%

# Bioassay records from PubChem BioAssay.
